Screening results as filed in PubChem BioAssay.
NPC1 prom act: qHTS Assay for NPC1 Promoter Activators. Huh7 NPC1 promoter luciferase reporter, 24 h. Potency, µM (series often up to 9.22 µM), without a hit: at the highest dose activation, actives largely listed as activators. 320,000 compounds, 2.4% hits;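 note: % of control where 0% means no effect; nearly all actives have a fitted effect of over 60% in size; reporter is driven by a mutant NPC1 promoter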
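In 1536-well qHTS, Huh7 cells harboring an NPC1 promoter–luciferase construct received compound for 24 h; activation was quantified by luminescence following luciferase reagent addition.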
Rab9 prom act: qHTS Assay for Rab9 Promoter Activators | 320,000 compounds, 2.8% hits | Huh7 Rab9 promoter-luciferase reporter, luminescence, 24 h | Potency, µM (doses to about 9.22 µM), for inactives: at the highest dose activation, negative = inhibition, most hits filed as activators; note: % of control where 0% means no effect; nearly all actives have a fitted effect of over 60% in size
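Stable Rab9-luc Huh7, 1500 cells/well, 2 h settle; cmpd in DMSO, 24 h, 37 °C/5% CO2; luciferase reagent 10 min RT; luminescence.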
p53 reactivator: qHTS assay for re-activators of p53 using a Luc reporter. H1299 p53-A138V BP100-luciferase reporter, luminescence, 24 h. Potency, µM (doses to about 92.2 µM), inactives show at the top dose activity change, positive = activation, actives largely listed as activators. 320,000 compounds, 0.063% hits. AID 504706, 2011; note: % of control where 0% means no effect; nearly all actives have a fitted effect of over 45% in size
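p53-null H1299 cells stably carrying temperature-sensitive p53-A138V and a BP100-luciferase reporter were pinned with compounds (4-point, 1:5 series) and held 24 hrs at 37 deg C. Luminescence was read 10 min after detection reagent.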
uPA generation: qHTS for Inhibitors of Cell Surface uPA Generation; Potency, µM (titrated, usually from 38.3 µM), without a hit: at the highest dose activity change, negative = inhibition, most hits filed as inhibitors; 330,000 compounds, 0.31% hits; cell surface uPA generation assay, qHTS; AID 540303, 2011; active = well fitted inhibition curve with a large enough effect; inconclusive = small, poorly fitted or top-dose-only effect; inactive = no such curve, though single readings can be large or run the other way; tested in mouse RAW 264.7 cells; note: % is set by controls: 0 for no effect and ±100 for the full control effect; nearly all actives have a fitted effect of over 55% in size
VP16 counter: VP16 counterscreen qHTS for inhibitors of ROR gamma transcriptional activity; 310,000 compounds, 3.5% hits; AID 2546, 2010; Drosophila S2 Gal4-VP16 UAS-luciferase, luminescence, 20 h; Potency, µM (titrated, usually from 53.6 µM), for inactives: at the top dose activity, negative = inhibition, hits mostly inhibitors;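 note: Gal4-VP16 expression switched on by copper sulfate through the metallothionein promoter; % is set by controls: 0 for no effect and ±100 for the full control effect; nearly all actives have a fitted effect of over 50% in size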
RORgamma inh: qHTS for inhibitors of ROR gamma transcriptional activity | Nuclear receptor ROR-gamma (Mus musculus), P51450 | Drosophila S2 Gal4-RORgamma UAS-luciferase reporter, 20 h | Potency, µM (doses to about 53.6 µM), for the others: at the top dose activity change, negative = inhibition, usual class: inhibitors | 310,000 compounds, 5.4% hits; note: % is set by controls: 0 for no effect and ±100 for the full control effect; nearly all actives have a fitted effect of over 60% in size
Target sequence (P51450 whole entry, looked up, the tested form may be a part): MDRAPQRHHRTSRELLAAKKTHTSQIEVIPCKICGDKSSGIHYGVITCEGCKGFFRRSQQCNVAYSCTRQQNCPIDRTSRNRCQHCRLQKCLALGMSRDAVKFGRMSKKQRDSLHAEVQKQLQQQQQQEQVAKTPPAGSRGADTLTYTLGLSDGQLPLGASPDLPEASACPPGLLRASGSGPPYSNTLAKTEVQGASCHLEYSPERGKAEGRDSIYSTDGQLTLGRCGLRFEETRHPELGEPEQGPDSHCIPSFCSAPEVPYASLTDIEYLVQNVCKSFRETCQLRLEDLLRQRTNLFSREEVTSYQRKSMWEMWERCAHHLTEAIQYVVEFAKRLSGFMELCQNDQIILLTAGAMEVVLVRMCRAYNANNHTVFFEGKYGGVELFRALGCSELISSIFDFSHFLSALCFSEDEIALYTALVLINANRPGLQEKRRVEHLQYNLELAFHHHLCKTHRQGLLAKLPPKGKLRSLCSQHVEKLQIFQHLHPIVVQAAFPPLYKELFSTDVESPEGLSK
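Luciferase reporter read in Schneider cells carrying Gal4-RORγ (mouse) and UAS-Photinus luciferase; cells given compound 1 h before 700 uM copper sulfate induction, then incubated 20 h at ambient temperature.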
MBNL1-CUG inh: qHTS Assay for Inhibitors of MBNL1-poly(CUG) RNA binding; Muscleblind-like protein 1 (Homo sapiens), Q9NR56; TR-FRET MBNL1-His/biotin-(CUG)12 binding, 665/545 ratio; Potency, µM (top dose mostly 57.5 µM), for inactives: at the highest dose activity change, negative = inhibition, most hits filed as inhibitors; 280,000 compounds, 0.036% hits; AID 2675, 2010; active = well fitted inhibition curve with a large enough effect in the signal ratio, with a control signal flat, not every such curve was filed as active; inconclusive = small, poorly fitted or top-dose-only effect, or effect the other way, or a change in a side signal; inactive = no such curve, though single readings can be large or run the other way; the % refers to the signal ratio; note: % is set by controls: 0 for no effect and ±100 for the full control effect
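TR-FRET between His-tagged MBNL1 and biotin-(CUG)12 RNA, detected with Tb anti-His antibody (0.055 ng/ul) and streptavidin-XL665 (5 nM), 60 min at room temperature. Compounds titrated 92 nM to 58 uM; 665/545 nm ratio normalized to buffer and complex controls.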
ELG1 genotox: qHTS screen for small molecules that induce genotoxicity in human embryonic kidney (HEK293T) cells expressing luciferase-tagged ELG1. 330,000 compounds, 1.3% hits. AID 504466, 2011. HEK293T ELG1-luciferase reporter, luminescence, 16 h. Potency, µM (titrated, usually from 46 µM), inactives show at the highest dose activity change, positive = activation, usual class: activators; note: % of control where 0% means no effect; nearly all actives have a fitted effect of over 60% in size
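ELG1-luciferase HEK293T cells, 2,000/well; compound pinned in; 16 hr, 37 °C, 5% CO2; ONE-Glo, 30 min RT; luminescence on CCD imager.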
MLL CXXC-DNA inh: qHTS Fluorescence Polarization Assay for Inhibitors of MLL CXXC domain - DNA interaction; Histone-lysine N-methyltransferase 2A (Homo sapiens), Q03164; MLL-CXXC / FITC-HOXA9 DNA fluorescence polarization; Potency, µM (highest dose often 115 µM), inactives show top-dose activity change, negative = inhibition, actives largely listed as inhibitors; 290,000 compounds, 0.037% hits; AID 2662, 2010; active = well fitted inhibition curve with a large enough effect in the polarisation, with a control signal flat, not every such curve was filed as active; inconclusive = small, poorly fitted or top-dose-only effect, or effect the other way, or a change in a side signal; inactive = no such curve, though single readings can be large or run the other way; the % refers to the polarisation
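Fluorescence polarization: 7 uM MLL-CXXC (stock) preincubated 5 min with compounds, then 50 nM fluorescein-HOX-A9 DNA (stock) added; 30 min ambient. Buffer 50 mM Tris-HCl pH 7.5, 50 mM NaCl, 1 mM DTT, 0.05% BSA.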
FLuc counter: qHTS profiling assay for firefly luciferase inhibitor/activator using purifed enzyme and Km concentrations of substrates (counterscreen for miR-21 project) | Luciferin 4-monooxygenase (Photinus pyralis), P08659 | 360,000 compounds, 6.9% hits | purified FLuc, Km substrates, luminescence inhibition | Potency, µM (series often up to 57.5 µM), inactives show at the top dose activity change, negative = inhibition, most hits filed as inhibitors;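 note: plate controls were vehicle for no effect and reference inhibitor for full effect; nearly all actives have a fitted effect of over 55% in size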
Target sequence (P08659 whole entry, looked up): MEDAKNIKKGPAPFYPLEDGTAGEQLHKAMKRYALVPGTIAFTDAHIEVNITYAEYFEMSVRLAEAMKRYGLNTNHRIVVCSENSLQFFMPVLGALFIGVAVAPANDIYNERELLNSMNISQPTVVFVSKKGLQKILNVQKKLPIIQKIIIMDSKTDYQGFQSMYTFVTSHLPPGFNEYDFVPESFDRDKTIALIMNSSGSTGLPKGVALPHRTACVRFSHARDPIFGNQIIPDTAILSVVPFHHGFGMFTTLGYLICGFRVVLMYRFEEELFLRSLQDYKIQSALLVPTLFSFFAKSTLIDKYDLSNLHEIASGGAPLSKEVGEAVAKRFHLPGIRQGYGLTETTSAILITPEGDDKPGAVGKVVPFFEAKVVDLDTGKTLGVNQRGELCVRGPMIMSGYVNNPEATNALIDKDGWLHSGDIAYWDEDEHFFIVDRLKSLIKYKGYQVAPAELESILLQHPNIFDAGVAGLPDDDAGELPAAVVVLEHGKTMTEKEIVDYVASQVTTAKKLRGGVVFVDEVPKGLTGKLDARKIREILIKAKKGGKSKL
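Purified P. pyralis luciferase (10nM final) with 10uM D-luciferin and 10uM ATP (Km levels) in 50mM Tris acetate pH 7.5, 10mM Mg acetate, 0.01% Tween-20, 0.05% BSA; qHTS 6-point titration, ~60 µM downward; luminescence read.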
BRCA1 expr up: qHTS Assay to Identify Small Molecule Activators of BRCA1 Expression | MCF7-BRCA1-FFLuc reporter, luminescence, 48 h; response scale: scaled: vehicle 0%, 10 µM genistein 100% | Potency, µM (series often up to 46.1 µM), for the others: top-dose activation, usual class: activators | 380,000 compounds, 1.1% hits; note: nearly all actives have a fitted effect of over 80% in size; some results filed as inactive show a strong effect at the top dose
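Reporter cells (MCF7, BRCA1 promoter-firefly luciferase) received library compounds across a concentration series for 48 h. End-point luminescence was measured and concentration-effect curves derived after normalization.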
* = called active by the depositor; [ ] = another dose, or the depositor's remark. Unless noted, calls come from the whole dose curve; as a rule, active = well fitted curve in the direction sought with a large enough effect; inconclusive = small, poorly fitted or top-dose-only effect, or another doubt; inactive = no such curve, though single readings can be large; an effect the other way counts as inactive or inconclusive. Potency is the fitted concentration of half-maximal effect. Only part of the results is shown; rates above refer to the full screens.

For CSc1nnc(NC(=O)C2CCCCC2)s1 the results were NPC1 prom act 20%, Rab9 prom act inconclusive, p53 reactivator 30%, uPA generation 9%, VP16 counter 28%, RORgamma inh 33%, MBNL1-CUG inh 3%, ELG1 genotox inconclusive, MLL CXXC-DNA inh 1%, FLuc counter inconclusive and BRCA1 expr up 3%.
For Cc1cc(C)c2nc(NC(=O)c3ccc4c(c3)OCO4)sc2c1 the results were NPC1 prom act inconclusive, Rab9 prom act 20%, p53 reactivator 0%, uPA generation 16%, VP16 counter -17%, RORgamma inh 0.25µM*, MBNL1-CUG inh 2%, ELG1 genotox 6%, MLL CXXC-DNA inh 16%, FLuc counter 0% and BRCA1 expr up 8%.
For C/C(=N\NC(=O)c1ccccc1Br)c1ccc(N2CCOCC2)cc1 the results were NPC1 prom act 0%, Rab9 prom act 11%, p53 reactivator -2%, uPA generation -1%, VP16 counter 3%, RORgamma inh -18%, MBNL1-CUG inh 3%, ELG1 genotox 13%, MLL CXXC-DNA inh 0%, FLuc counter 1% and BRCA1 expr up 0%.
For COc1ccc(CCNC(=O)C2CCN(C(=O)c3ccc(F)cc3)CC2)cc1 the results were NPC1 prom act 0%, Rab9 prom act -11%, p53 reactivator 11%, uPA generation 18%, VP16 counter -3%, RORgamma inh -2%, MBNL1-CUG inh -1%, ELG1 genotox -3%, MLL CXXC-DNA inh -4%, FLuc counter -5% and BRCA1 expr up -12%.
For Cc1ccc(OCCNC(=O)c2ccc3c(c2)OCO3)cc1 the results were NPC1 prom act inconclusive, Rab9 prom act inconclusive, p53 reactivator inconclusive, uPA generation 4%, VP16 counter 19%, RORgamma inh 2%, MBNL1-CUG inh -4%, ELG1 genotox inconclusive, MLL CXXC-DNA inh 1%, FLuc counter inconclusive and BRCA1 expr up inconclusive.
O=C(CCn1cnc2ccccc2c1=O)Nc1ccc(Cl)c(Cl)c1 was read as NPC1 prom act -1%, Rab9 prom act 0%, p53 reactivator -2%, uPA generation 3%, VP16 counter 2%, RORgamma inh 19%, MBNL1-CUG inh 4%, ELG1 genotox 5%, MLL CXXC-DNA inh 13%, FLuc counter 5% and BRCA1 expr up 7%.
For Oc1c(N=NC(=S)Nc2ccccc2F)c2ccccc2n1Cc1ccc(F)cc1 the results were NPC1 prom act -9%, Rab9 prom act 0%, p53 reactivator 0%, uPA generation inconclusive, VP16 counter 3.5µM*, RORgamma inh 2.8µM*, MBNL1-CUG inh 15%, ELG1 genotox -15%, MLL CXXC-DNA inh 6%, FLuc counter -3% and BRCA1 expr up -47%.
`CCC(C)NC(=O)c1ccc(NC(=O)CC2SC(N3CCCCC3)=NC2=O)cc1` (stereo not given) gave NPC1 prom act -8%, Rab9 prom act -9%, p53 reactivator -6%, uPA generation -17%, ELG1 genotox 0%, FLuc counter -2% and BRCA1 expr up 18%.
O=C(Cc1nc(-c2ccc([N+](=O)[O-])cc2)cs1)Nc1ccccc1 was read as NPC1 prom act -4%, Rab9 prom act -5%, p53 reactivator 6%, VP16 counter -17%, RORgamma inh 2%, MBNL1-CUG inh inconclusive, ELG1 genotox -6%, MLL CXXC-DNA inh 2%, FLuc counter -7% and BRCA1 expr up -44%.
For O=C(Cc1ccc2c(c1)CCCC2)Nc1ccccc1Br the results were NPC1 prom act -1%, Rab9 prom act -3%, p53 reactivator 2%, uPA generation 10%, VP16 counter 4%, RORgamma inh 19%, MBNL1-CUG inh 2%, ELG1 genotox 0%, MLL CXXC-DNA inh -5%, FLuc counter -16% and BRCA1 expr up 1%.
Screening CCCn1c(SCC(=O)NC(C)(C)C)nnc1-c1ccco1 returned NPC1 prom act -1%, Rab9 prom act -2%, p53 reactivator 3%, uPA generation 2%, VP16 counter -16%, RORgamma inh 5%, MBNL1-CUG inh -6%, ELG1 genotox 1%, MLL CXXC-DNA inh 9%, FLuc counter -1% and BRCA1 expr up 1%.
For Cc1cc(NC(=O)Cn2cnc3c(nnn3-c3cccc(F)c3)c2=O)no1 the results were NPC1 prom act -5%, Rab9 prom act -8%, p53 reactivator -3%, uPA generation -4%, VP16 counter 2%, RORgamma inh -19%, MBNL1-CUG inh -5%, ELG1 genotox -1%, MLL CXXC-DNA inh 6%, FLuc counter 1% and BRCA1 expr up -49%.
COC(=O)c1ccc(COC(=O)CNC(=O)c2ccc(C)s2)cc1 was read as NPC1 prom act 1%, Rab9 prom act 2%, p53 reactivator 1%, uPA generation 5%, ELG1 genotox 0%, FLuc counter -8% and BRCA1 expr up 11%.
`CC(Sc1nncs1)C(=O)NC1CCCCC1C` (stereo not given) gave NPC1 prom act -1%, Rab9 prom act 0%, p53 reactivator -13%, uPA generation 2%, VP16 counter -1%, RORgamma inh -19%, MBNL1-CUG inh -1%, ELG1 genotox 0%, MLL CXXC-DNA inh -2%, FLuc counter 2% and BRCA1 expr up 2%.
Screening N#C/C(=C\c1ccccc1)C(=O)NCCN1CCOCC1 returned NPC1 prom act -2%, Rab9 prom act 9%, p53 reactivator -1%, uPA generation -2%, VP16 counter 1%, RORgamma inh 15%, MBNL1-CUG inh -2%, ELG1 genotox 3%, MLL CXXC-DNA inh 4%, FLuc counter -4% and BRCA1 expr up -11%.
O=S(=O)(NCc1cc(-c2ccccc2Cl)no1)c1ccccc1 was read as NPC1 prom act 1%, Rab9 prom act 0%, p53 reactivator -3%, uPA generation -5%, VP16 counter -3%, RORgamma inh 3%, MBNL1-CUG inh -4%, ELG1 genotox 0%, MLL CXXC-DNA inh -2%, FLuc counter -1% and BRCA1 expr up -1%.
For COc1ccc(NC(=O)N2CCCc3cccc(C)c32)cc1 the results were NPC1 prom act -1%, Rab9 prom act -3%, p53 reactivator -5%, uPA generation 3%, VP16 counter 6%, RORgamma inh -31%, MBNL1-CUG inh -9%, ELG1 genotox -1%, MLL CXXC-DNA inh -2%, FLuc counter 0% and BRCA1 expr up -21%.
`CN(C)CCNc1cc(-c2ccncc2)nc2ccccc12` gave NPC1 prom act -5%, Rab9 prom act -2%, p53 reactivator -4%, uPA generation -14%, VP16 counter -7%, RORgamma inh -5%, MBNL1-CUG inh 7%, ELG1 genotox 17%, MLL CXXC-DNA inh -4%, FLuc counter 5% and BRCA1 expr up 2%.
`O=C(CSc1ccc(-c2ccco2)nn1)c1cccc([N+](=O)[O-])c1` gave NPC1 prom act -3%, Rab9 prom act -1%, p53 reactivator 21%, uPA generation -1%, VP16 counter 3%, RORgamma inh 3%, ELG1 genotox 4%, MLL CXXC-DNA inh 4%, FLuc counter -15% and BRCA1 expr up 4%.
O=C1c2cccc3c([N+](=O)[O-])ccc(c23)C(=O)N1c1ccccn1 was read as NPC1 prom act -41%[inhibitor], p53 reactivator -11%, uPA generation -11%, VP16 counter -8%, RORgamma inh 1%, MBNL1-CUG inh inconclusive, ELG1 genotox inconclusive, MLL CXXC-DNA inh 4%, FLuc counter 3% and BRCA1 expr up -82%.

Entries listed so far with an aryl methoxy group, in the order listed:
For COc1ccc(CCNC(=O)C2CCN(C(=O)c3ccc(F)cc3)CC2)cc1 the results were NPC1 prom act 0%, Rab9 prom act -11%, p53 reactivator 11%, uPA generation 18%, VP16 counter -3%, RORgamma inh -2%, MBNL1-CUG inh -1%, ELG1 genotox -3%, MLL CXXC-DNA inh -4%, FLuc counter -5% and BRCA1 expr up -12%.
For COc1ccc(NC(=O)N2CCCc3cccc(C)c32)cc1 the results were NPC1 prom act -1%, Rab9 prom act -3%, p53 reactivator -5%, uPA generation 3%, VP16 counter 6%, RORgamma inh -31%, MBNL1-CUG inh -9%, ELG1 genotox -1%, MLL CXXC-DNA inh -2%, FLuc counter 0% and BRCA1 expr up -21%.
